Bioassay records deposited in PubChem BioAssay by several laboratories.
procasp3 activ: procaspase-3 (human) activation. 330,000 compounds, 0.11% hits. P42574. AID 463141. activation, % at 8.5 µM. recombinant procaspase-3 D3A, Ac-DEVD-pNA absorbance 405 nm;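 active means activation above the mean of all tested compounds plus 3 SD, cut at about 21% in these data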;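 further: 0% = DMSO alone and 100% = DMSO wells spiked with extra 5 µM PC-3 D3A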
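Assay system: Procaspase-3 D3A mutant, all three cleavage aspartates alanine. Buffer or medium: Zinc-free HEPES saline buffer with Triton X-100. Times: 1 h compound preincubation, 2 h substrate hydrolysis at 25 °C. Measured by: 405 nm absorbance of p-nitroaniline, reads at 0 and 120 min. Read-out basis: percent activation relative to control range. Replicates: singlicate.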
ZTA counter: ZTA (EBV) inhibition in EBNA-1 counter-screen. P03206. ZTA-DNA binding, fluorescence polarization. inhibition, % at 11 µM. 320,000 compounds, 0.15% hits. AID 2234; in the data active means inhibition above about 33%
AHR act: activators of human aryl hydrocarbon receptor | AHR-responsive luciferase reporter cells, luminescence | activation, % at 5 µM | P35869 | 320,000 compounds, 2.5% hits | AID 2796; in the data active means activation above about 47%;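 further: 0% = vehicle wells and 100% = reference agonist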
RPL19A TOR yeast: modulators of TOR pathway RPL19A-GFP in S. cerevisiae; 330,000 compounds, 0.3% hits; percent response vs DMSO, % at 10 µM; S. cerevisiae RPL19A-GFP strain, flow cytometry, 3 h; hits give low values;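 active means percent response vs DMSO below 50%; inconclusive means fewer than 70 events counted for the yeast strain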;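 further: median channel GFP fluorescence of the barcoded RPL19A-GFP strain; ratio of sample median GFP to plate DMSO average so 100% = DMSO; lower means less RPL19A-GFP as with rapamycin TOR inhibition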
procasp7 counter: counter-screen for procaspase-3 activators: activators of human procaspase-7; P55210; recombinant procaspase-7, Ac-DEVD-pNA absorbance 405 nm; D23A/D198A/D206A triple mutant, cannot self-cleave; scale: DMSO 0, 5 µM enzyme 100; activation, % at 8.5 µM; 330,000 compounds, 0.093% hits;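 active means percent activation above the screen-wide mean plus 3 SD, cut at about 25% in these data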
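Replicates: singlicate. Assay system: Procaspase-7 triple mutant (PC-7 D3A). Signal: 405 nm absorbance of p-nitroaniline. Times: 1 h preincubation, 2 h reaction. Buffer or medium: Zinc-free HEPES pH 7.4 with 300 mM NaCl, 0.01% Triton X-100. Also added: DEVD-pNA substrate. Benchmarks: DMSO wells as 0%, DMSO with 5 µM added PC-7 as 100%.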
EBNA-1 inh: blocks EBNA-1 binding to DNA | inhibition, % at 14.8 µM | AID 1950 | 300,000 compounds, 0.34% hits | EBNA-1 DNA binding, fluorescence polarization; in the data active means inhibition above about 28%
LAP4-GFP MLPCN: alters LAP4-GFP fluorescence in TOR pathway yeast screen. S. cerevisiae LAP4-GFP multiplex, flow cytometry GFP, 3 h; median GFP as percent of DMSO wells. GFP response vs DMSO, % at 10 µM. 320,000 compounds, 0.34% hits;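 active means GFP response vs DMSO above a set limit, about the screen mean plus 3 SD, cut at about 150% in these data; inconclusive means under 70 cell events counted for the yeast strain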
MEP2 TOR yeast: alters MEP2-GFP fluorescence in TOR pathway yeast screen. S. cerevisiae MEP2-GFP strain, flow cytometry GFP, 3 h; 100% = DMSO control level. GFP response vs DMSO, % at 10 µM. 330,000 compounds, 0.51% hits;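 active means GFP response versus DMSO above a set limit, roughly screen mean plus 3 SD, cut at about 180% in these data; inconclusive means fewer than 70 cells counted for a yeast strain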;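 further: median GFP fluorescence of the barcode-gated MEP2-GFP cells per well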
* marks the source's active call; other numbers are inactive results; ? = inconclusive; / = not tested or not shown; [ ] = remark or other dose.

1: Cc1ccc(N/C=C(\C#N)S(=O)(=O)c2ccccc2)cc1
2: CCC(=O)Nc1ccc(Cl)c(NC(=O)c2ccc([N+](=O)[O-])cc2)c1
3: C=CCC(CC=C)(NC(=O)c1ccccc1C(=O)O)c1ccccc1
4: CC(Sc1nc(N)cc(=O)[nH]1)C(=O)Nc1cccc(Cl)c1 (stereo unspecified)
5: CCCc1cc(=O)oc2c(CN3CCCC3)c(O)ccc12
6: CCOc1ccccc1C(=O)NCC(=O)OCc1csc(CC(=O)Nc2ccc(C)cc2)n1
assay / compound | 1 | 2 | 3 | 4 | 5 | 6
procasp3 activ | 0 | 2 | 0 | 5 | 5 | 0
ZTA counter | -9 | 10 | -15 | 3 | -6 | -9
AHR act | 16 | 3 | 2 | -1 | 1 | 22
RPL19A TOR yeast | 94 | 105 | 100 | 95 | 102 | 101
procasp7 counter | -1 | 7 | -9 | -5 | 5 | -13
EBNA-1 inh | -2 | -8 | 4 | -4 | -6 | /
LAP4-GFP MLPCN | 101 | 89 | 91 | 85 | 100 | 97
MEP2 TOR yeast | 100 | 108 | 90 | 98 | 98 | 99

7: Cc1ccc(CC(CC(=O)O)C(=O)NCC23CC4CC(CC(C4)C2)C3)cc1 (stereo unspecified)
8: O=C(O)CC1(CC(=O)NCc2ccncc2)CCCCC1
9: Oc1c(N=Nc2ccccc2)sc2ccccc12
10: CCOc1ccccc1NC(=S)N1CCN(c2cccc(OC)c2)CC1
11: CCC(C(=O)Nc1ncc(C)s1)c1ccccc1 (stereo unspecified)
12: COc1ccccc1N1CCN(Cc2nc(N)nc(Nc3ccc(C)cc3)n2)CC1
assay / compound | 7 | 8 | 9 | 10 | 11 | 12
procasp3 activ | -8 | -17 | -5 | 8 | 6 | -1
ZTA counter | -3 | -3 | -8 | -4 | 7 | -5
AHR act | -2 | 0 | 29 | 1 | 5 | -1
RPL19A TOR yeast | 102 | 100 | 63[may fluoresce violet] | 101 | 96 | 104
procasp7 counter | 0 | -1 | -8 | 0 | 6 | 0
EBNA-1 inh | -11 | -3 | 5 | 1 | -10 | 1
LAP4-GFP MLPCN | 109 | / | 109[may fluoresce violet] | 104 | 105 | 113
MEP2 TOR yeast | 114 | 104 | 192*[may fluoresce violet] | 110 | 103 | 104

Reprinted at random: 5 records from the list.
11: CCC(C(=O)Nc1ncc(C)s1)c1ccccc1 (stereo unspecified)
10: CCOc1ccccc1NC(=S)N1CCN(c2cccc(OC)c2)CC1
7: Cc1ccc(CC(CC(=O)O)C(=O)NCC23CC4CC(CC(C4)C2)C3)cc1 (stereo unspecified)
8: O=C(O)CC1(CC(=O)NCc2ccncc2)CCCCC1
9: Oc1c(N=Nc2ccccc2)sc2ccccc12
assay / compound | 11 | 10 | 7 | 8 | 9
procasp3 activ | 6 | 8 | -8 | -17 | -5
ZTA counter | 7 | -4 | -3 | -3 | -8
AHR act | 5 | 1 | -2 | 0 | 29
RPL19A TOR yeast | 96 | 101 | 102 | 100 | 63[may fluoresce violet]
procasp7 counter | 6 | 0 | 0 | -1 | -8
EBNA-1 inh | -10 | 1 | -11 | -3 | 5
LAP4-GFP MLPCN | 105 | 104 | 109 | / | 109[may fluoresce violet]
MEP2 TOR yeast | 103 | 110 | 114 | 104 | 192*[may fluoresce violet]

(listing goes on)
13: CCOC(=O)CC(=O)CSc1nc2c(sc(=S)n2-c2ccc(C)c(C)c2)c(=O)[nH]1
14: O=S(=O)(Nc1cccnc1)c1ccc(F)cc1
15: CCn1cc(C(=O)N2CC(C)CC(C)C2)c(=O)c2cc(S(=O)(=O)N3CCOCC3)ccc21 (stereo unspecified)
16: O=C1c2cccnc2C(=O)N1c1ccccc1-c1ccccc1
17: CCOc1cc(/C=N/NC(N)=O)cc(Br)c1OCC(=O)Nc1ccccc1C
18: Cc1oc2ccccc2c1-c1cn2c(n1)SCC2
assay / compound | 13 | 14 | 15 | 16 | 17 | 18
procasp3 activ | -1 | 1 | 11 | 10 | 4 | 1
ZTA counter | 5 | -6 | -8 | 10 | -2 | 6
AHR act | 2 | -1 | -1 | -1 | 24 | 14
RPL19A TOR yeast | 104 | 99 | 93 | 98 | 90 | 11*[may fluoresce violet]
procasp7 counter | -4 | 15 | 0 | 0 | -1 | 1
EBNA-1 inh | -7 | 9 | -9 | 5 | 2 | 6
LAP4-GFP MLPCN | 105 | 91 | 87 | 91 | 92 | 95[may fluoresce violet]
MEP2 TOR yeast | 107 | 96 | 100 | 103 | 84 | ?

19: CN(C)C(=O)c1c([N+](=O)[O-])c(C(C)(C)C)nn1C
20: Cc1ccccc1NC(=O)CSc1ccc(-c2cccnc2)nn1
21: CCCCCCCC(=O)NNC(=O)c1ccc([N+](=O)[O-])cc1
22: COc1ccccc1NS(=O)(=O)c1cc(NC(=O)c2sc3cc(Cl)ccc3c2Cl)ccc1C
23: O=C(CSc1nnc(-c2ccco2)n1-c1ccccc1Cl)Nc1cccc(C(=O)O)c1
24: C=CCOc1cccc(CNc2cccc(C(=O)O)c2)c1
assay / compound | 19 | 20 | 21 | 22 | 23 | 24
procasp3 activ | 7 | 5 | 2 | -5 | -5 | 1
ZTA counter | 12 | 6 | 1 | -9 | -3 | 14
AHR act | -2 | 37 | 1 | -1 | 1 | 9
RPL19A TOR yeast | 108 | 92 | 101 | 100 | 101 | 97
procasp7 counter | -1 | 5 | -3 | -7 | -7 | 11
EBNA-1 inh | 4 | 8 | -8 | -4 | 0 | 11
LAP4-GFP MLPCN | 86 | 104 | 94 | 96 | 94 | 129
MEP2 TOR yeast | 93 | 98 | 103 | 98 | 97 | 98

25: COc1ccc(-c2cc(C(F)F)nc(-n3nc(C)cc3C)n2)cc1
26: Cc1ccc(NS(=O)(=O)c2ccc(C(=O)N3CCCC(C(F)(F)F)C3)cc2)cc1 (stereo unspecified)
27: CCCCN(C(=O)CSc1nnc(-c2ccc(Cl)cc2)o1)c1c(N)n(CC(C)C)c(=O)[nH]c1=O
28: N#C/C(=C\c1c(Cl)cccc1Cl)c1nc2ccccc2[nH]1
29: CCN1C(=O)[C@H]2[C@@H](c3ccccc3)N3C(=O)N(c4cccc(F)c4)C(=O)[C@@]3(CC(C)C)[C@H]2C1=O
30: Cc1nc(-c2ccc(Cl)cc2)sc1C1(C)CC(c2ccc(C#N)cc2)=NO1 (stereo unspecified)
assay / compound | 25 | 26 | 27 | 28 | 29 | 30
procasp3 activ | 13 | -1 | -2 | 11 | 4 | 1
ZTA counter | 22 | -18 | -7 | -4 | 9 | 19
AHR act | -1 | 1 | 0 | 69* | 0 | -2
RPL19A TOR yeast | 97 | 104 | 95 | 95 | 90 | 92
procasp7 counter | 11 | 9 | -8 | 5 | 3 | -7
EBNA-1 inh | 1 | -6 | / | -11 | 10 | 7
LAP4-GFP MLPCN | 112 | 89 | 97 | 102 | 86 | 101
MEP2 TOR yeast | 94 | 107 | 95 | 104 | 96 | 96

31: Cc1cccc(C(=O)NCCc2ccccc2)c1
32: COc1cccc(C(=O)NCc2ccc3[nH]c(C)cc3c2)c1
33: Cc1onc(-c2c(F)cccc2Cl)c1C(=O)OCC(=O)c1c(N)n(C)c(=O)n(C)c1=O
34: CS(=O)(=O)N(Cc1ccc(Cl)cc1)c1ccc(C(=O)NCc2ccccn2)cc1
35: COc1ccc(NC(=O)C(NC(=O)c2ccc(=O)[nH]c2)c2ccc(C)cc2)cc1 (stereo unspecified)
36: COc1ccc(CNC(=O)CNC(C)c2ccc(F)cc2)cc1 (stereo unspecified)
assay / compound | 31 | 32 | 33 | 34 | 35 | 36
procasp3 activ | 9 | -2 | -1 | -1 | 1 | 6
ZTA counter | -24 | 15 | -10 | -2 | 10 | -1
AHR act | 17 | 5 | 3 | 2 | -1 | 0
RPL19A TOR yeast | 96 | 94 | 95 | 97 | 98 | 94
procasp7 counter | 7 | 1 | 2 | 7 | -8 | -12
EBNA-1 inh | -3 | 4 | 2 | -10 | 13 | -1
LAP4-GFP MLPCN | 106 | 110 | 97 | 110 | 86 | 103
MEP2 TOR yeast | 99 | 96 | 115 | 99 | 99 | 113

37: O=C(NCC1CCS(=O)(=O)C1)Oc1ccccc1 (stereo unspecified)
38: CCNC(=O)N1CCOCC1
39: C=CCNc1oc(C2CCCC2)nc1C#N
40: CCOC(=O)CCC(=O)NCc1ccc2c(c1)cc(C)n2C
41: Cc1ccnc(NS(=O)(=O)c2cc([N+](=O)[O-])ccc2C)c1
42: O=C(NC(NC(=S)Nc1ccccc1Cl)C(Cl)(Cl)Cl)c1cccc(Cl)c1 (stereo unspecified)
assay / compound | 37 | 38 | 39 | 40 | 41 | 42
procasp3 activ | 7 | -2 | 4 | 0 | 2 | -9
ZTA counter | -10 | -2 | 7 | -13 | -16 | -1
AHR act | -2 | 1 | -1 | -3 | 4 | 16
RPL19A TOR yeast | 99 | 107 | 101 | 102 | 98 | 100
procasp7 counter | -6 | -1 | 6 | -6 | 16 | -5
EBNA-1 inh | 3 | -3 | / | -7 | 4 | 5
LAP4-GFP MLPCN | 100 | 107 | 106 | 98 | 103 | 100
MEP2 TOR yeast | 101 | 104 | 97 | 105 | 109 | 99

43: COc1ccc(-c2noc(N3CCC(C(=O)Nc4ccccc4OC)CC3)n2)cc1
44: C[C@H](O)Cc1cc2ccccc2c(=O)o1
45: CCCCN(C(=O)c1cc2c(s1)CCCC2)c1c(N)n(CCC)c(=O)[nH]c1=O
46: Cc1[nH]c2ccccc2c1C(=O)C(=O)NCCOc1ccccc1
47: O=C1NC(=Nc2ccccc2Cl)S/C1=C\c1cccc([N+](=O)[O-])c1
48: CCOc1ccc(N2CC(C(=O)Nc3ccncc3)CC2=O)cc1 (stereo unspecified)
assay / compound | 43 | 44 | 45 | 46 | 47 | 48
procasp3 activ | -2 | 3 | 3 | 0 | -1 | 0
ZTA counter | 21 | / | -8 | 10 | 6 | -10
AHR act | -8 | 0 | -1 | 6 | 3 | -3
RPL19A TOR yeast | 102 | 89 | 96 | 94 | 89 | 103
procasp7 counter | 4 | 12 | 9 | 3 | 3 | 6
EBNA-1 inh | 5 | / | / | 0 | 2 | -6
LAP4-GFP MLPCN | 100 | 93 | 98 | 102 | 152* | 98
MEP2 TOR yeast | 101 | 92 | 105 | 99 | 82 | 106

49: Cc1nc2ccc(Cl)cc2nc1C
50: CCN1CCN(Cc2c(OC)ccc3ccccc23)CC1
51: COc1ccccc1NC(=O)CSC1=NC(=O)C(NC(C)=O)C(=O)N1 (stereo unspecified)
52: Cc1ccc(S(=O)(=O)NCc2ccc(C(=O)N3CCN(c4ccccn4)CC3)cc2)cc1
53: COc1ccc(OC)c(NC(=O)Nc2ccc3[nH]ccc3c2)c1
54: Cc1cnc(C(=O)Nc2cccc(S(=O)(=O)N(C)C)c2)cn1
55: Cc1ccc(NC(=S)N/N=C/c2ccc([N+](=O)[O-])s2)cc1
56: Cc1cc(C(=O)NC2CCCC(C)C2C)c2ccccc2n1 (stereo unspecified)
assay / compound | 49 | 50 | 51 | 52 | 53 | 54 | 55 | 56
procasp3 activ | -1 | 0 | -7 | 3 | -1 | 5 | -14 | 7
ZTA counter | 8 | 9 | 11 | -12 | -6 | 4 | -11 | -3
AHR act | 1 | -2 | 13 | -1 | 38 | -2 | 10 | 6
RPL19A TOR yeast | 98 | 104 | 104 | 98 | 94 | 101 | 92[may fluoresce violet] | 95
procasp7 counter | 7 | -1 | 7 | 8 | -2 | 6 | -8 | 1
EBNA-1 inh | -1 | 5 | 10 | 4 | -6 | -8 | -1 | -5
LAP4-GFP MLPCN | 111 | 106 | 105 | 101 | 110 | 100 | 133[may fluoresce violet] | 104
MEP2 TOR yeast | 103 | 103 | 100 | 104 | 98 | 104 | 119[may fluoresce violet] | 101
